BaF3 tox – parental Ba/F3 viability inhibition as JAK2V617F counter-screen. 220,000 compounds, 1.1% hits. inhibition, % at 5.6 µM. AID 1486. CellTiter-Glo ATP luminescence;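 active = inhibition above a per-campaign cutoff, the mean inhibition of all tested compounds plus 3 SD, cut at about 27% in these data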;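 note: 0% = DMSO wells and 100% = JAK Inhibitor I control wells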
NPY-Y1 antag – blocks the human neuropeptide Y Y1 receptor. P25929. HEK293-CNG Y1 cells, membrane potential fluorescence; NPY at EC95, then isoproterenol. inhibition, % at 3.6 µM. 200,000 compounds, 1% hits. AID 1040;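 active = inhibition above the campaign mean inhibition of all tested compounds plus 3 SD, cut at about 20% in these data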;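 note: 0% = DMSO wells given NPY plus isoproterenol and 100% = isoproterenol alone without NPY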
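Test system – HEK293 Y1/CNG channel cell line · Also added – NPY agonist 25 nM, then isoproterenol 1 µM plus Ro 20-1724 25 µM · Compound dosing – one concentration, 3.6 µM, in 0.4% DMSO · Schedule – compound incubation 1 h at room temperature, readout 45 min post-stimulation · Technique – fluorescence, membrane potential probe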
S1P4 antagonist – blocks the human S1P4 receptor. O95977. S1P4-expressing cells, antagonist mode, reporter read-out. inhibition, % at 4.98 µM. 220,000 compounds, 0.26% hits. AID 1510; in the data active = inhibition above about 29%;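 note: 0% = wells stimulated with agonist and 100% = vehicle wells without agonist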
Target sequence (O95977 whole entry, looked up): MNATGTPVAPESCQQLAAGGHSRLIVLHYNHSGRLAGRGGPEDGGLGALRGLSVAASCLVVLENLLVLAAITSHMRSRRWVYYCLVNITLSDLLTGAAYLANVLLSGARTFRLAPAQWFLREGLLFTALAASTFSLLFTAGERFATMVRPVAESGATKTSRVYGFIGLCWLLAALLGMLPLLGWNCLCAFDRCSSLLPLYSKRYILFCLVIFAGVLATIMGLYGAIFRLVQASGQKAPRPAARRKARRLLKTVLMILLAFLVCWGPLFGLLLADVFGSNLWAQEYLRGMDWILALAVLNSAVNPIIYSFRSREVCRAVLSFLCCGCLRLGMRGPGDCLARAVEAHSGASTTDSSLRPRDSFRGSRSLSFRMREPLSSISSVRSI
Ba/F3 V617F tox – loss of viability in JAK2V617F-driven Ba/F3 cells. 220,000 compounds, 1.1% hits. inhibition, % at 5.6 µM. AID 1446. Ba/F3 EpoR-JAK2V617F viability, ATP luminescence;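 active = inhibition above the campaign mean plus 3 SD over all tested compounds, cut at about 24% in these data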;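 note: cytokine-independent growth of Ba/F3 cells driven by EpoR plus mutant JAK2; 0% = DMSO-treated cells and 100% = JAK inhibitor I control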
NPY-Y2 PAM-ag – human NPY-Y2 potentiation or agonism, primary screen; P49146; cells expressing NPY-Y2, potentiator/agonist read-out; activation, % at 3.6 µM; 220,000 compounds, 0.45% hits; AID 1359; in the data active = activation above about 27%;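 note: cells stimulated with NPY near EC25 plus isoproterenol at EC100; 0% = vehicle plus submaximal agonist and 100% = vehicle plus saturating agonist; some results beyond the cut were filed as inactive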
Target sequence (P49146 whole entry, looked up): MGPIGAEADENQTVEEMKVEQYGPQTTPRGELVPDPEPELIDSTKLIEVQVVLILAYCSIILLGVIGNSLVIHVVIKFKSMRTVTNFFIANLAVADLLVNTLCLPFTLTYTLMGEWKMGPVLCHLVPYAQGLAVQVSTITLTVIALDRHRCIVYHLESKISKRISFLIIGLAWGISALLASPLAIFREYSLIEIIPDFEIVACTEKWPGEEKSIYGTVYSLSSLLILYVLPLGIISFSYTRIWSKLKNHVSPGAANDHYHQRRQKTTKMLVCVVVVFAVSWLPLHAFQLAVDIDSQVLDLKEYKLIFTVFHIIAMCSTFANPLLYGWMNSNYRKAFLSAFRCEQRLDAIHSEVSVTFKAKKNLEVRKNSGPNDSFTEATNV
Runt-CBFb FRET – Runt domain-CBFb interaction inhibition. Cerulean-Runt/Venus-CBFb FRET ratio 530/480, 1 h. Q01196+Q13951. 220,000 compounds, 0.46% hits. inhibition, % at 20 µM;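 active = inhibition over about 50% at 20 µM in the single-dose screen, limit read from the data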;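 note: 0% = DMSO wells and 100% = excess unlabeled CBFb competitor control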
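Schedule: protein complex preformed 1 h, compound exposure 1 h, room temperature, dark; test system: Cerulean-labeled Runt domain protein; amount: 100 nM per protein; buffer or medium: Tris 50 mM pH 7.5, KCl, K2SO4, 0.01% BSA; read-out: loss of energy transfer signal; detection: FRET fluorescence; controls: 5 µM unlabeled CBFb as full-inhibition high control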
RBBP9 inh – human RBBP9 hydrolase inhibition; 220,000 compounds, 0.2% hits; AID 1515; inhibition, % at 7.94 µM; recombinant RBBP9, FP-Rh probe fluorescence polarization; O75884;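 active = inhibition above the campaign mean of all tested compounds plus 3 SD, cut at about 14% in these data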;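 note: plate controls were DMSO wells with RBBP9 for no effect and wells lacking RBBP9 protein for full effect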
Target sequence (O75884 whole entry, looked up): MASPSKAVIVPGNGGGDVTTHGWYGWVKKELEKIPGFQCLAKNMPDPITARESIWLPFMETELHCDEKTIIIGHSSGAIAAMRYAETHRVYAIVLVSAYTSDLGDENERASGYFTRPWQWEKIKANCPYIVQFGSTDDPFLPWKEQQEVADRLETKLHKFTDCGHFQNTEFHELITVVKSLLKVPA
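Controls: DMSO-treated enzyme wells and wells lacking RBBP9 | Material: RBBP9 protein | Technique: Fluorescence polarization | Replication: Single well per compound, no replicates | Buffer or medium: Tris-NaCl-Pluronic buffer, pH 8.0 | Timing: 30 min compound preincubation, 45 min probe labeling, 25 °C | Read-out basis: Percent inhibition from mP, scaled between DMSO and no-protein wells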
S1P4 agonist – agonists of human S1P4 receptor; activation, % at 4.98 µM; S1P4-expressing cell line, agonist reporter assay; O95977; 220,000 compounds, 0.35% hits; in the data active = activation above about 11%;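 note: 0% = DMSO vehicle and 100% = reference agonist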
NPY1 pot ag – potentiators or agonists of human neuropeptide Y receptor Y1 | NPY-Y1 expressing cells, potentiator/agonist activation | activation, % at 3.6 µM | 220,000 compounds, 0.37% hits | AID 1304; in the data active = activation above about 33%, passing the limit was not always enough;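 note: cells stimulated with NPY at EC10 then isoproterenol at EC100; 0% = low agonist plus stimulus and 100% = saturating agonist plus stimulus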
An asterisk follows results filed as active; x = not tested or not shown; & = joins results of further samples. No enrichment for hits. Share with any hit: about 3.6%.

SMILES | RBBP9 inh | NPY1 pot ag | S1P4 antagonist | BaF3 tox | NPY-Y1 antag | NPY-Y2 PAM-ag | Ba/F3 V617F tox | S1P4 agonist | Runt-CBFb FRET
O=C(O)C1CCCN1C(=O)Nc1ccccc1 (configuration not stated) | -5 | -36 | -10 | 3 | 1 | -7 | 2 | 0.3 | 2
CCOC(=O)c1[nH]c2ccccc2c1CCCN1C(=O)c2ccccc2C1=O | -6 | 5 | 0 | 3 | 8 | -10 | 4 | -0.6 | -2
CN1C(=O)/C(=C/c2ccccc2Cl)Sc2ccc(C(=O)NCc3cccnc3)cc21 | -19 | 26 | -5 | 8 | 7 | 20 | 1 | 1.7 | -12
COc1ccc(N2CCN(C(=O)CSc3ncnc4c3cnn4-c3ccccc3C)CC2)cc1 | -1 | 9 | 10 | 6 | -3 | 4 | 1 | 0.1 | 0
CCOC(=O)N1CCN(CC(=O)Nc2cc3c(cc2C(C)=O)OCO3)CC1 | -8 | 15 | -11 | 1 | -3 | 1 | -4 | -0.7 | 1
COc1ccc(C2=NN(c3nc4ccccc4s3)C(=O)C2)cc1 | -3 | -3 | 2 | 5 | -1 | -3 | -4 | -0.7 | 2
Nc1nc2ccc([N+](=O)[O-])c(N)c2s1 | 0 | 2 | -8 | 0 | -2 | 3 | -4 | 0.5 | 5
O=C1c2ccccc2C(O)(Cc2ccccc2)N1c1ccc2c(c1)OCO2 (configuration not stated) | -5 | 2 | -12 | 2 | 3 | 11 | -7 | -2.0 | -1
CC(=O)Nc1nc(=S)ss1 | -7 | -9 | -13 | 6 | 6 | -1 | 0 | -0.1 | 12
CCNC(=O)COC(=O)CCC(=O)c1cccs1 | -6 | -14 | -2 | 6 | 0 | -16 | -1 | 1.4 | 0
COc1ccc(NC(=O)CNS(=O)(=O)c2cccc3nonc23)c(OC)c1 | -10 | 20 | -18 | 9 | -4 | 8 | -1 | -0.6 | 0
C=CCn1c(SCC(=O)NC(=O)NCc2ccco2)nc2sc(C)c(C)c2c1=O | -15 | -2 | 9 | 1 | 0 | -9 | 6 | -0.2 | -1
Cc1nn(Cc2ccccc2)c2c1C(c1cccc(Cl)c1)C(C#N)=C(N)O2 (configuration not stated) | -1 | -8 | -6 | 3 | 6 | -8 | -6 | 2.6 | 4
COC(OC)c1ccnc(SCc2ccccc2Cl)n1 | -6 | 7 | 9 | 1 | x | -11 | -4 | 0.6 | 0
CCCCOC(=O)C(C)Nc1n[nH]c(=S)[nH]c1=O (configuration not stated) | -5 | 9 | -8 | 2 | -4 | 5 | -3 | -2.8 | -3
CC(C)CN(CC(C)C)c1nnc(NC(=O)Cn2c(=O)oc3ccccc32)s1 | -7 | 3 | -8 | 4 | 0 | 14 | -2 | 1.3 | 1
COc1ccccc1N(CC(=O)Nc1c(C)cccc1C)S(C)(=O)=O | -17 | 0 | -31 | 3 | 9 | -1 | 3 | 0.5 | -1
CCCCCC(=O)NC(Nc1ccc(S(N)(=O)=O)cc1)C(Cl)(Cl)Cl (configuration not stated) | -6 | 5 | -21 | 5 | 1 | 16 | -1 | 1.0 | 3
O=C(NCc1cccs1)C1CCN(S(=O)(=O)c2ccc(Br)s2)CC1 | -3 | 20 | -13 | 5 | -3 | 11 | 3 | 0.6 | 2
CCN1C=CC(=C2C(=O)c3ccccc3C2=O)C=C1 | -2 | -2 | -33 | 14 | -9 | 8 | 6 | 2.9 | -2
O=C(OCc1ccccc1)Oc1cncc(C(=O)O)c1 | -6 | 16 | -8 | 3 | -1 | 4 | -1 | -1.2 | -3
CCOC(=O)c1ccc(NC(=O)CSc2nnc(NC(=O)c3ccc(S(=O)(=O)N4CCOCC4)cc3)s2)cc1 | -2 | 25 | -25 | 2 | 4 | 3 | -3 | 1.7 | -4
CSc1nc(C)cc(Oc2ccc(=O)n(C)n2)n1 | -3 | 11 | -18 | 2 | -2 | -6 | -2 | 2.2 | 0
Cc1nc2cc(NC(=O)Nc3nccs3)ccc2n1C | -1 | -18 | 14 | 5 | 0 | -8 | -2 | 1.3 | 1
CN(c1ccc(C(=O)Nc2ccc(S(=O)(=O)N3CCCC3)cc2)cc1)S(C)(=O)=O | -1 | 7 | -15 | 9 | -2 | 1 | 3 | 5.9 | -1
O=C(NCCCN1CCOCC1)c1cccc(S(=O)(=O)Nc2cc(Cl)ccc2Cl)c1 | -6 | -23 | -17 | 3 | 0 | -8 | 1 | 0.6 | 2
Cn1cc(Cl)c(C(=O)N2CCN(c3ncccn3)CC2)n1 | -1 | -12 | -17 | -2 | 0 | 7 | -3 | 0.3 | 1
COc1cc(C(=O)OC(C)CN2CCOCC2)cc(OC)c1OC (configuration not stated) | -5&0 | 30&-3 | -3&-5 | 1&0 | 0 | 15&6 | -1&0 | 0.4&-0.5 | 0&-1
COc1ccc(-c2nc(N3CCCCCC3)sc2C(=O)c2ccccc2)cc1 | -6 | -2 | 16 | 0 | -1 | -10 | -2 | -0.3 | -1
Cc1cc(NC(=O)c2c(Cl)c(C)nn2C)no1 | -1 | -21 | 6 | 5 | 4 | -2 | -2 | 1.6 | -1
COc1ccc(C(=O)CSc2nc(N)nc(SC)c2C#N)cc1 | 1 | -1 | -7 | 4 | 10 | -12 | 0 | -1.1 | 2
O=c1c2ccccc2n(Cc2cccc(F)c2)c(=O)n1C1CCCC1 | -4 | 4 | 0 | 4 | 2 | 7 | -2 | -2.5 | 0
Cc1cc(C)n(-c2ccc(C(=O)OCc3nnc(-c4ccccc4)o3)cc2)n1 | -5 | 8 | -8 | 4 | 0 | 14 | -4 | 0.0 | -1
COc1ccc(C(NC(=O)C2C3C=CC(C3)C2C(=O)O)c2ccccc2)cc1 (configuration not stated) | -2 | 9 | -3 | 8 | 2 | 6 | 0 | 3.4 | 1
COc1ccc(C(C)=O)cc1CN1CCCCC1 | 0 | -6 | 1 | 2 | 1 | 4 | -2 | -0.6 | -1
CSc1ccccc1NC(=O)Cn1ccsc1=N | -10 | 8 | -15 | 3 | 5 | -10 | -2 | 0.2 | 0

Results in Runt-CBFb FRET, for 2 of the compounds above:
Compound	Runt-CBFb FRET
COc1ccc(C(=O)CSc2nc(N)nc(SC)c2C#N)cc1	2
COc1ccc(-c2nc(N3CCCCCC3)sc2C(=O)c2ccccc2)cc1	-1

(further entries)
SMILES | RBBP9 inh | NPY1 pot ag | S1P4 antagonist | BaF3 tox | NPY-Y1 antag | NPY-Y2 PAM-ag | Ba/F3 V617F tox | S1P4 agonist | Runt-CBFb FRET
COCc1cc(C)nc(SCC(=O)Oc2ccccc2)c1C#N | 2 | 0 | -5 | 3 | 2 | 7 | -2 | 3.1 | 1
COC(=O)c1cc(-c2ccc3c(c2)OCO3)nc2ccccc12 | 5 | 1 | -10 | 3 | 2 | -8 | -3 | 1.1 | 0
O=C(Nc1cc(Cl)ccc1O)C1CCCO1 (configuration not stated) | -4 | -41 | -10 | 4 | -1 | -11 | 3 | 1.4 | 1
Cc1ccnc(NS(=O)(=O)c2ccc(NC(=O)C3CCCCC3)cc2)n1 | -6 | 4 | 1 | 0 | 8 | 5 | -2 | 0.4 | -2
CCOc1ccc(-c2[nH]ncc2Oc2cccc(OC)c2)c(O)c1 | 1 | 13 | -11 | 2 | -3 | 8 | 1 | 2.2 | -4
COc1ccc(COC(=O)N/N=C(\C)CC(=O)Nc2ccc(Cl)cn2)cc1 | -7 | 16 | 0 | -3 | x | 7 | -3 | 1.8 | 1
Nc1ccc2c(c1)CC(=O)c1ccccc1S2 | -3 | -8 | -10 | 4 | 1 | 17 | 0 | 1.3 | -3
CCC(Sc1nc2sc(C(=O)OC)c(C)c2c(=O)n1N)C(=O)NCC1CCCO1 (configuration not stated) | -5 | 2 | -8 | 1 | 0 | -36 | 0 | -1.7 | -4
O=C(NC1CCCC1)C(=O)N(Cc1cccnc1)C(C(=O)NCc1ccco1)c1ccccc1F (configuration not stated) | 6 | 2 | -7 | 5 | 5 | -1 | 0 | 0.1 | -1
COCc1ccc(O)c2ncccc12 | -6 | -25 | -2 | 3 | -2 | -4 | 2 | 3.8 | 1
CC1(C)CC(=O)c2c(oc3ccc(NS(=O)(=O)c4cccc5cccnc45)cc23)C1 | -2 | -17 | -6 | 8 | 1 | -17 | 1 | 0.2 | -1
Cn1ccnc1SCC(=O)c1cccc(Br)c1 | 5 | -20 | -10 | 0 | 4 | 7 | -3 | -1.7 | 5
C[C@@H]1NC(=O)c2cc([N+](=O)[O-])cc(I)c2OCC[C@@H](C(=O)NC(CC(=O)O)C(N)=O)NC(=O)[C@H](CCC(=O)O)NC1=O (some centres not stated) | 0 | -2 | -10 | 3 | 6 | 8 | -1 | 0.7 | 1
CN1c2ccccc2C(C)(C)C12CC(c1cccc(S(=O)(=O)N3CCCC3)c1)=NO2 (configuration not stated) | -2 | 0 | 12 | 4 | 0 | 8 | -2 | -0.7 | -6
CN(C)c1nc(SCC#N)nc(N(C)C)n1 | -4 | -7 | -2 | 1 | -2 | 9 | 1 | 1.0 | -2
COc1ccc(-n2c(SCC(=O)NCC3CCCO3)nc3n[nH]c(C)c3c2=N)cc1 (configuration not stated) | -2 | -11 | -6 | 2 | -2 | 6 | -2 | 1.4 | -3
N#Cc1c(/N=C/c2ccco2)oc(-c2ccccc2)c1-c1ccccc1 | -6 | -1 | -11 | 3 | -9 | 7 | 1 | 2.2 | -1
O=C(CCn1c(=S)[nH]c2ccccc2c1=O)NCCCN1CCCC1=O | -4 | -12 | 11 | 2 | -1 | 2 | 3 | 2.0 | -2
CCc1cccc(OCCN2CCCC2)c1 | -6 | -2 | 1 | 0 | 2 | 3 | -1 | 1.1 | 1
CCn1ccnc1CN(C)Cc1cn[nH]c1-c1ccc(F)cc1F | -9 | -6 | -24 | 2 | 8 | 4 | -1 | -0.1 | -1
c1csc(-c2nc3ccccn3c2NC2CCCCC2)c1 | 5 | -14 | 5 | 3 | 5 | -6 | 1 | -0.6 | 2
COc1ccccc1NS(=O)(=O)c1cccc(NC(=O)c2ccc3ccccc3n2)c1 | -20 | 13 | -4 | 6 | 7 | 2 | 4 | -2.6 | 0
NC(N)=Nc1nc(C2COc3ccccc3O2)cs1 (configuration not stated) | -9 | 6 | -22 | -4 | -4 | -2 | -4 | 1.9 | 3
CCCCN1CC(COc2ccccc2)OC1=O (configuration not stated) | -2 | 1 | 5 | 2 | 10 | 2 | 0 | 0.2 | -2

Bioassay records (PubChem)
